Compound activity from PubChem.
HTR5A inv ctr – inverse agonist of human HTR5A in OPRM1-OPRD1 counter-screen; P47898; HTR5A cell line, luminescence, inverse agonism; inhibition, % at 9.3 µM; 0.083% of 340,000 active; in the data active means inhibition mostly above about 23%, no sharp cut-off; inactive means mostly below about 18%;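 further: 0% = cells with DMSO and 100% = no-cell wells with DMSO; some compounds called inactive have numbers as strong as hits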
Target sequence (P47898 whole entry, looked up): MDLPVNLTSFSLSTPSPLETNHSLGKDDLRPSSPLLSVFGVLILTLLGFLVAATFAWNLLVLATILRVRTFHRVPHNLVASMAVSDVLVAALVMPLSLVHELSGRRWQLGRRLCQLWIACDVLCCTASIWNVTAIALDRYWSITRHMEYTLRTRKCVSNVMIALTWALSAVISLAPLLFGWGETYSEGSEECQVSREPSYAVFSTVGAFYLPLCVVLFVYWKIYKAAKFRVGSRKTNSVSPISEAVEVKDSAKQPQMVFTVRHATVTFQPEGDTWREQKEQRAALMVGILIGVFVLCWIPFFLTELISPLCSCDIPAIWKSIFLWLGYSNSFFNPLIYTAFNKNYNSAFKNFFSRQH
CAL PDZ FP – inhibitors of human CAL PDZ peptide binding. purified CAL PDZ, TMR-peptide fluorescence polarization, 1 h. inhibition, % at 24.9 µM. 0.92% of 300,000 active. AID 602252;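 active means mean inhibition of at least 30% with at least half of replicates also reaching 30%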;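 further: 0% = DMSO neutral control and 100% = excess unlabeled competitor peptide PRC23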
C-LANA FP – inhibitors of KSHV LANA C-terminal domain DNA binding. MBP-C-LANA/FAM-LBS DNA binding, fluorescence polarization. inhibition, % at 9 µM. AID 504423. 0.078% of 340,000 active;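 active means highest replicate inhibition at or above 60% at 9 µM, even if other replicates fall short; inactive means all replicates below 60% inhibition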;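 further: 0% = neutral control wells and 100% = 4 µM acridine orange control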
HTR5A ag – HTR5A agonism, opioid heterodimer counter-screen | P47898 | HTR5A agonist assay, luminescence, cell-based | 0.61% of 340,000 active | activation, % at 9.3 µM; in the data active means activation mostly above about 9.5%, no sharp cut-off; inactive means mostly below about 7.6%;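 further: 0% = cells with vehicle only and 100% = reference agonist; strong numbers were not always called active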
V-ATPase pHluor – alters yeast V-ATPase proton transport. AID 504577. 0.37% of 350,000 active. S. cerevisiae, pHLuorin cytosolic pH fluorescence. response, % at 10 µM; in the data active means response mostly above about 7.3%, no sharp cut-off; inactive means mostly below about 5.4%; further: actives read high; inactives centre near 0; some compounds called inactive have numbers as strong as hits; reference of the scale not given here
RTF Ca sens act – cardiac RTF calcium sensitization; activation, % at 7.2 µM; 0.24% of 340,000 active; IANBD-labeled TnC RTF fluorescence at EC20 calcium; 0% EC20 calcium, 100% full calcium; AID 493008;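 active means activation above the mean over all tested compounds plus 3 SD, cut at about 30% in these data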;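 further: rise in fluorescence read as greater calcium sensitivity of cardiac thin filaments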
RTF Ca sens inh – cardiac RTF calcium desensitization; 0.12% of 340,000 active; AID 493244; IANBD-labeled cardiac RTF, Ca2+ fluorescence; P19429+P45379; inhibition, % at 7.15 µM;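 active means inhibition above the mean inhibition of all tested compounds plus 3 SD, cut at about 17% in these data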;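 further: assay run at fixed EC70 calcium of 1.6 mM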
MOR-DOR ag – agonists of human mu-delta opioid receptor heterodimerization. activation, % at 9.3 µM. P35372+P41143. cells, OPRM1-OPRD1 heterodimerization, luminescence. 0.3% of 340,000 active. AID 504326; in the data active means activation above about 18%;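 further: 0% = vehicle-treated cells and 100% = reference agonist; values of inactives mirror those of a sister screen read the other way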
OPRM1-OPRD1 inv – mu-delta opioid heterodimer inverse agonism; P35372+P41143; cell-based MOR-DOR heterodimer luminescence; inhibition, % at 9.3 µM; 0.21% of 340,000 active; AID 504357; in the data active means inhibition above about 22%, passing the limit was not always enough;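 further: 0% = cells with DMSO and 100% = wells without cells with DMSO; values of inactives mirror those of a sister screen read the other way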
Keap1-Nrf2 PPI – inhibitors of human Keap1-Nrf2 protein-protein interaction; Keap1 Kelch-Nrf2 peptide fluorescence polarization, 1536-well; 0.15% of 340,000 active; inhibition, % at 9.4 µM; in the data active means inhibition above about 12%;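 further: human Keap1 Kelch domain with fluorescein labeled Nrf2 9mer peptide probe; 0% = neutral control wells and 100% = peptide positive control; higher means more block of Keap1 binding to Nrf2 peptide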
Target sequence (Q14145 whole entry, looked up, the tested form may be a part): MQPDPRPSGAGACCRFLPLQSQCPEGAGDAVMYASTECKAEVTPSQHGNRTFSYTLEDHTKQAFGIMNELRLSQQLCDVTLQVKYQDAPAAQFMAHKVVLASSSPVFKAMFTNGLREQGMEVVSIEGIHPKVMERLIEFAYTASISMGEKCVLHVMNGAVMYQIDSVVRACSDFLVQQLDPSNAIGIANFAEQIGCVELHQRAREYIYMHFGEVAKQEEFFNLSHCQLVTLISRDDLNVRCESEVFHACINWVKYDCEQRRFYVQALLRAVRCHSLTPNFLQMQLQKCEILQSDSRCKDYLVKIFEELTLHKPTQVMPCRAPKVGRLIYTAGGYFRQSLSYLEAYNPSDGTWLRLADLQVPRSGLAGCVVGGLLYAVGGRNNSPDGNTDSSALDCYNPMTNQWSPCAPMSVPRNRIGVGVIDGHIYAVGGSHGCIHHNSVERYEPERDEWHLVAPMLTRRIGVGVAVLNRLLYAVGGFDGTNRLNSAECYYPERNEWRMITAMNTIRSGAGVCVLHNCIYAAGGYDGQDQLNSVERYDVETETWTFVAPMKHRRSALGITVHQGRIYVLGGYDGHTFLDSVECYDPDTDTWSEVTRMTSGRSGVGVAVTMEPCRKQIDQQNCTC
Numbers without * were called inactive; · = no result given. Outcome played no part in choosing rows. About 2.8% of those tested had a hit in this group.

SMILES	HTR5A inv ctr	CAL PDZ FP	C-LANA FP	HTR5A ag	V-ATPase pHluor	RTF Ca sens act	RTF Ca sens inh	MOR-DOR ag	OPRM1-OPRD1 inv	Keap1-Nrf2 PPI
COc1ccc(C(=O)CSc2nnc(-c3ccc(C)cc3)o2)cc1	1	-1	-0.5	1	0	-6	6	-1.5	8	-1
COc1ccc(NS(=O)(=O)c2ccc(C(=O)N3CCC(C)CC3)cc2)cc1	15	0	-0.5	-4	3	0	-4	2.0	-10	-6
COc1ccc(OCC(=O)NCCCN2CCOCC2)cc1	-5	-1	1.2	4	2	0	-25	2.0	-12	0
CN(C)CCCNc1oc(/C=C/c2cccs2)nc1S(=O)(=O)c1ccccc1	6	-7	1.4	-1	8	-2	-5	-0.5	3	-5
O=C1NC2(CCc3ccccc32)C(=O)N1CCOc1ccc(Cl)cc1 (configuration not stated)	-6	-3	0.7	0	0	14	-6	0.0	0	0
CCCC(=O)NNc1c2ccccc2nc2ccccc12	-6	0	-0.9	1	-2	-1	-6	0.8	-4	1
Cc1csc2ncc(C(=O)N3c4ccccc4CC3C)c(=O)n12 (configuration not stated)	-27	·	0.1	9	2	6	5	2.1	-12	0
CCCCC(=O)NC(c1cccc([N+](=O)[O-])c1)c1ccc2cccnc2c1O (configuration not stated)	5	-3	2.9	4	1	1	-6	-1.3	7	-3
CCC(C(=O)NCCC1=CCCCC1)n1nc(C)c2c(C)n(-c3ccccc3)nc2c1=O (configuration not stated)	10	2	0.8	1	0	0	-3	-1.0	5	-9
CC1(C)SC(=S)N(NC(=O)Nc2ccccc2)C1N(O)C(=O)Nc1ccccc1 (configuration not stated)	5	-4	2.1	3	0	3	-5	-1.4	8	1
COC(=O)c1ccc(NS(=O)(=O)NC(=O)c2c[nH]c3ccccc23)cc1	4	-2	-0.9	-1	-4	-1	-12	-2.5	13	-4
COc1cc2cc(C)c3nnc(SCC(=O)Nc4cc(C)on4)n3c2cc1OC	2	-12	-0.8	1	-1	2	-6	-2.4	12	0
CN(/N=C/c1ccc(Br)o1)C1=NS(=O)(=O)c2ccccc21	-30	-6	0.1	4	-1	4	4	6.3	-31	-7
Nc1c(Cl)ncnc1N/N=C/c1ccc2ccccc2n1	6	2	8.5	-2	4	2	1	-6.3	32*	7
O=C(Nc1ccc2c(c1)oc1ccccc12)C1CC1	-25	·	-0.3	0	2	-9	-3	-0.6	2	4
CC1CCc2nc(NC(=O)C3CC3)sc2C1 (configuration not stated)	-4	-3	1.7	1	-4	-5	0	-0.8	4	-4
N#Cc1ccc(COC(=O)c2ccc3c(=O)[nH]c(CN4CCOCC4)nc3c2)cc1	-6	0	0.3	2	3	-4	-4	-4.2	19	4
CCN(CC)S(=O)(=O)c1ccc(NC(=O)C(OC)c2ccccc2)cc1 (configuration not stated)	1	-3	0.1	0	0	1	-6	-2.7	14	1
COc1ccc(CCNC(=O)CCOc2cc(C)ccc2C)cc1OC	3	-1	-1.2	-1	-4	-5	-3	-3.9	20	5
O=C(C1CCC(CNc2c(N3CCOCC3)c(=O)c2=O)CC1)N1CCN(c2ccccc2)CC1 (configuration not stated)	12	·	1.0	-5	3	4	-9	0.6	-3	-2

Full records from above. Values in the order: HTR5A inv ctr	CAL PDZ FP	C-LANA FP	HTR5A ag	V-ATPase pHluor	RTF Ca sens act	RTF Ca sens inh	MOR-DOR ag	OPRM1-OPRD1 inv	Keap1-Nrf2 PPI
Record of Nc1c(Cl)ncnc1N/N=C/c1ccc2ccccc2n1 = 6	2	8.5	-2	4	2	1	-6.3	32*	7
Record of CN(C)CCCNc1oc(/C=C/c2cccs2)nc1S(=O)(=O)c1ccccc1 = 6	-7	1.4	-1	8	-2	-5	-0.5	3	-5
Record of CN(/N=C/c1ccc(Br)o1)C1=NS(=O)(=O)c2ccccc21 = -30	-6	0.1	4	-1	4	4	6.3	-31	-7
Record of CCCCC(=O)NC(c1cccc([N+](=O)[O-])c1)c1ccc2cccnc2c1O (configuration not stated) = 5	-3	2.9	4	1	1	-6	-1.3	7	-3

Other records follow:
SMILES	HTR5A inv ctr	CAL PDZ FP	C-LANA FP	HTR5A ag	V-ATPase pHluor	RTF Ca sens act	RTF Ca sens inh	MOR-DOR ag	OPRM1-OPRD1 inv	Keap1-Nrf2 PPI
CC1C(=NO)C(C)C(c2ccccc2)NC1c1ccccc1 (configuration not stated)	-15	0	-0.1	1	-1	-2	-1	0.2	-1	0
O=C(NC1CCCCC1)C(c1ccncc1)N(CC1CCCO1)C(=O)C(F)(F)F (configuration not stated)	-2	-3	-1.1	1	5	11	-9	2.8	-17	-5
CCOC(=O)C(NC(C)=O)(NC(C)C)C(F)(F)F (configuration not stated)	7	-4	-1.2	-3	1	8	-12	-4.0	20	-2
COc1ccc(NC(=O)N2CCN(c3nc(-c4cccc(OC)c4)cs3)CC2)cc1	7	-5	-0.3	2	-4	5	-9	2.1	-12	-1
Cc1ccc(C(=O)O)cc1NC(=O)CSc1ncnc2sc3c(c12)CCC3	15	-1	-0.5	-2	0	3	-2	-1.9	10	-5
CCN(CC)C(=O)C1CCCN(C(=O)c2oc3ccc(C)cc3c2C)C1 (configuration not stated)	-5	4	-0.1	2	-3	2	-3	0.8	-5	-5
CCOC(=O)CC(Nc1nc(N2CCOCC2)nc(N2CCOCC2)n1)c1ccccc1Cl (configuration not stated)	4	-4	-0.4	-2	-2	-4	-1	-1.8	8	2
O=C1c2ccccc2C(=O)N1CCCP(=O)(O)CCc1ccccc1	-4	3	4.8	5	0	-3	-8	-1.6	7	-4
CCOc1ccc(CCNC(=O)Cn2nc(C)n3cccc3c2=O)cc1OCC	20	-2	0.7	-5	-3	-1	-12	-2.7	14	-4
C#CCSc1nc(N)c2c(n1)OC(N)=C(C#N)C2c1cccnc1 (configuration not stated)	0	1	1.8	-2	5	5	-2	-3.1	15	0
CCOC(=O)CNC(=O)CSc1nc(Cc2ccccc2)nc2ccccc12	-5	1	-2.7	1	-1	14	-5	-3.6	16	-4
NNC(=S)NC1CCCCC1	-20	·	-0.3	8	3	1	-10	0.6	-3	-1
O=C(CN(Cc1ccccc1Cl)C(=O)c1csnn1)NCc1ccc(F)cc1	1	1	1.3	4	5	-6	14	-2.8	17	1
CCOC(=O)C1C2C=CC3(CN(CCc4ccccc4)C(=O)C13)O2 (configuration not stated)	-27	0	-1.2	0	-3	-6	0	-1.3	7	-6
CCN(CC)S(=O)(=O)c1ccc(N2CCCC2)c(NC(=O)Cc2ccccc2)c1	10	-1	-0.7	-2	-1	-5	-3	-3.1	16	-2
COc1cc(OC)c(OC)cc1CN1CCCC(C(=O)c2sccc2C)C1 (configuration not stated)	-1	1	0.6	1	0	-1	0	-0.6	3	-1
CCOC(=O)COc1ccc(S(=O)(=O)NCc2cccnc2)cc1	-2	-2	1.1	1	4	2	-4	-0.3	2	0
CCOc1cccc2cc(C(=O)OCC(=O)Nc3c(C)cccc3CC)c(=O)oc12	23	-3	-0.9	6	6	-10	-4	-1.3	6	0
CCn1c(COc2ccc(=O)n(-c3ccccc3)n2)nnc1SCc1ccccc1	11	·	-0.9	-4	-1	12	-13	-2.7	14	-2
Cc1ccc(-c2nn(Cc3ccccc3)cc2/C=C/C(=O)O)cc1	-20	-1	-1.2	-3	2	3	-3	-2.5	14	-1
COc1ccc(C)cc1NC(=O)CCS(=O)(=O)c1ccc2c(c1)CCN2C(C)=O	-5	-2	1.1	2	-5	-6	5	-1.0	5	-3
Cc1ccc(NC(=O)CCCn2nc(C)c3c(C)n(-c4ccccc4)nc3c2=O)c(Cl)c1	-23	2	-0.4	-3	-2	-2	2	-2.4	12	-1
COc1ccc(NC(=O)C2CCCN(S(C)(=O)=O)C2)c(OC)c1 (configuration not stated)	-26	-5	·	2	-3	1	-7	-0.6	3	0
CCOC(=O)c1c(CSc2ccsc2)n(C)c2cc(Br)c(O)c(CN(C)C)c12	-1	-6	-1.0	0	2	-3	-3	-1.9	10	-4
COc1ccc(/C=C/C(=O)O/N=C(\N)c2ccccn2)cc1OC	-10	·	0.6	3	-1	9	-7	2.2	-12	-2
Cc1ccc(S(=O)(=O)N2CCOCC2)cc1C(=O)Nc1ccc2c(c1)CCC2	-14	-3	0.3	6	1	-4	-11	-0.9	4	1
Cc1ccc(NS(=O)(=O)c2ccc(-c3coc(C)n3)cc2)c(Br)c1	11	-3	1.7	0	0	4	1	-0.5	3	2
C#CCN1[C@@H]2CCN(C2)c2cc(Br)ccc2S1(=O)=O	8	51*	-1.8	-2	1	-5	-1	-1.0	5	-5
CCc1cc(=O)oc2c(C)c(O[C@@H]3O[C@H](CO)[C@@H](O)[C@H](O)[C@H]3O)ccc12	-7	-3	-0.3	2	-2	6	-8	-2.5	12	-2
COCCNc1c2c(nc3c(-c4ccccc4)c(C)nn13)CCCC2	14	·	-0.7	0	1	-2	-6	2.8	-15	-7
CCn1c(SCC(=O)N2CCOCC2)nc2sc3c(c2c1=O)CCCC3	-15	-1	-0.3	-2	7	-1	-2	-0.7	3	-1
COc1cc2ccccc2cc1C(=O)NC(=S)Nc1cc(C(=O)O)ccc1C	-10	-1	2.0	-2	2	0	6	-2.9	14	2
C/C(Cc1ccccc1)=N\NC(=O)CNC(=O)c1ccccc1F	2	-3	-0.7	0	-4	3	-5	-0.8	4	-5
C=CCNC(=O)c1snnc1-c1ccccc1	-29	4	-0.5	12	4	-4	-5	-3.5	15	0
Cc1cccc(-c2oc3ccc(-c4ccc5c(c4)OCO5)cc3c2-c2ccc(OC3CCCCO3)cc2)c1 (configuration not stated)	-32	-2	1.0	-1	-3	-1	-29	-4.3	20	0
Cc1ccc(Nc2nc(C(=O)N3CCC(C(=O)NCCN4CCOCC4)CC3)cs2)cc1	-1	-1	-2.8	0	-6	4	-1	0.3	-1	0
CC1(OC(=O)c2cccs2)C(=O)C=C2C=C(C3CC3)OC=C2C1=O (configuration not stated)	-11	5	1.7	9	2	-1	-7	-2.6	15	1
Cc1cccc(CC(=O)NCCN2CCCCC2)c1	13	-3	1.0	-4	9	-5	-4	-0.9	4	5
O=C(O)CCC(=O)c1ccc2sc3ccccc3c2c1	11	-25	0.5	-3	-1	1	-12	-2.5	11	4
O=C(N/N=C/c1ccccc1)c1[nH]ncc1Br	7	-4	-0.1	-3	2	-1	-8	-2.8	16	-4
O=C(NCC(=O)N1CCCCCCC1)c1ccc(Br)o1	-14	-3	0.8	1	1	1	1	-2.8	15	5
O=C(Cc1ccccc1F)NC1CCSc2ccccc21 (configuration not stated)	-15	7	1.8	-3	3	-4	-6	-2.2	15	-2
Cc1cccc(C(=O)O)c1[N+](=O)[O-]	12	-3	-0.6	-3	3	-4	1	-3.6	19	-4
COc1ccc(-n2c3c(cc(C(=O)NCc4ccco4)c2=O)C(=O)CC(C)(C)C3)cc1	-1	1	0.2	0	2	0	-5	-0.3	2	2
CC(=O)Cc1nsc(NC(=O)c2ccc(COc3ccccc3Cl)o2)n1	-9	-4	-0.1	4	-3	-4	-5	-1.2	6	1
O=C1c2ccccc2-c2n[nH]c(=O)c3ccc(N4CCCCC4)c1c23	2	-2	-1.3	-1	-1	-8	1	2.4	-12	-3
CC1CCN(C(=O)Cn2cc(SCC(=O)NCC3CCCO3)c3ccccc32)CC1 (configuration not stated)	5	-2	-0.8	-2	1	0	-4	-2.5	11	4
CC1CC(CC(C)C(=O)Nc2nncs2)C(=O)O1 (configuration not stated)	2	·	-0.2	0	1	4	-5	-0.3	2	2
